Bioassay records (PubChem BioAssay)
Rpn11 inh: Rpn11 (human) deubiquitinase inhibition; O00487; human 26S proteasome, Ub4-pepOG fluorescence polarization; 20S core pre-blocked with epoxomicin; calls only at 20 µM; 360,000 tested, 0.59% active; AID 588493;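 active = inhibition at 20 µM, scaled to each plate's controls, above about 33%, limit read from the data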
Target sequence (O00487 whole entry, looked up): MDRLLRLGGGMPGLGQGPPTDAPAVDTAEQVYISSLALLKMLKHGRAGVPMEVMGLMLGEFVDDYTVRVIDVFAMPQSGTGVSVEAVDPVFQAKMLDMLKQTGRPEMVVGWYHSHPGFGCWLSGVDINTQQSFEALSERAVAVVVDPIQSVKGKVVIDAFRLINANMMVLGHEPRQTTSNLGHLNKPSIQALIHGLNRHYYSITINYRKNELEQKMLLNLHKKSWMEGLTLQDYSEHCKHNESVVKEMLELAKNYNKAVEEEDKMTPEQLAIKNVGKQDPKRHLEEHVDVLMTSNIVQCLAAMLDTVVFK
SUMO1-SIM PPI: alters human SUMO1 binding to SIM partners; P63165; AID 602429; 360,000 tested, 0.33% active; SUMO1 binding to a labelled peptide, TR-FRET, 1 h; inhibition, % at 20 µM; in the data active = inhibition above about 37%
DNMT1 block: blocks human DNA methyltransferase DNMT1 | P26358 | DNMT1 molecular beacon, Hinp1I cleavage, fluorescence | inhibition (reported as % activation of signal), % at 10 µM | 360,000 tested, 0.83% active; in the data active = inhibition above about 50%
STEP inh: blocks human striatal-enriched tyrosine phosphatase; recombinant STEP, OMFP fluorogenic substrate, fluorescence; inhibition, % at 20 µM; 360,000 tested, 0.25% active;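 active = inhibition at 20 µM, scaled per plate between control wells, above about 37%, limit read from the data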;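 also: 0% = DMSO with enzyme and substrate and 100% = substrate only without enzyme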
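Material: STEP (striatal-enriched tyrosine phosphatase) enzyme, cell-free | Medium: 50 mM Bis-Tris pH 6.0 with 2.5 mM DTT and 0.005% Tween 20 | Read-out: Percent inhibition scaled to no-enzyme and uninhibited-enzyme controls, plate-pattern corrected | Signal: Fluorescence read at 480 nm ex / 540 nm em | Times: 20 min reaction, room temperature, in the dark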
NadD inh: inhibitors of Staphylococcus aureus NadD | inhibition, % at 20 µM | purified NadD enzyme, colorimetric absorbance read-out | 360,000 tested, 0.78% active | AID 602399; in the data active = inhibition above about 26%; also: some compounds past the cut are filed as inactive
Scp1 inh: inhibitors of human Scp-1 phosphatase; Recombinant Scp1, phosphopeptide, malachite green phosphate absorbance; inhibition, % at 20 µM; 340,000 tested, 0.88% active; AID 493091;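 active = inhibition above about 50% at 20 µM, limit read from the data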;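 also: plate controls were DMSO wells with enzyme for no effect and wells lacking enzyme for full effect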
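Test system – truncated SCP-1 phosphatase (76-261aa) · Reagent – Phosphorylated 17-residue peptide substrate · Incubation – 45 min room-temperature reaction, 5 min colour, 30 min stabiliser · Detection – colorimetric phosphate reagent with accelerator and stabiliser, absorbance at 630 nm · Measure – % inhibition at 20 µM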
LMPTP block: LMPTP (human) inhibition | P24666 | inhibition, % at 20 µM | recombinant LMPTP-A, OMFP fluorogenic substrate, fluorescence intensity | 360,000 tested, 0.22% active;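 active = compounds that cut the enzyme signal by at least half of the control window in the single-dose screen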;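 also: plate controls were DMSO wells with enzyme plus substrate for no effect and substrate without enzyme for full effect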
Target sequence (P24666 whole entry, looked up): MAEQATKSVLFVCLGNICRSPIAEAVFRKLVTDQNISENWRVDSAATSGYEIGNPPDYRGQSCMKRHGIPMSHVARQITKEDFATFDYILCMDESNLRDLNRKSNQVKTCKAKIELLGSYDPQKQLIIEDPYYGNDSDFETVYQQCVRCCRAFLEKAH
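material = LMPTP-A | quantity = 0.625 nM enzyme | reagent = OMFP substrate, 400 µM final | buffer or medium = Bis-Tris pH 6.0, DTT, detergent | detection = endpoint fluorescence intensity from OMFP dephosphorylation | dosing = single 20 µM dose | read-out basis = % inhibition relative to no-enzyme and uninhibited control wells | control set = no-enzyme and uninhibited controls | timing = 50 min at room temperature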
PABP1 MLLE inh: blocks PAM2 peptide binding to the PABP1 MLLE domain; P11940; GST-MLLE / FITC-PAM2 fluorescence polarization; inhibition, % at 20 µM; 360,000 tested, 0.36% active; AID 588489; in the data active = inhibition above about 35%, passing the limit was not always enough;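 also: plate controls were DMSO wells with GST-MLLE for no effect and wells lacking GST-MLLE protein for full effect; some results filed as inactive read as strong as hits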
Target sequence (P11940 whole entry, looked up, the tested form may be a part): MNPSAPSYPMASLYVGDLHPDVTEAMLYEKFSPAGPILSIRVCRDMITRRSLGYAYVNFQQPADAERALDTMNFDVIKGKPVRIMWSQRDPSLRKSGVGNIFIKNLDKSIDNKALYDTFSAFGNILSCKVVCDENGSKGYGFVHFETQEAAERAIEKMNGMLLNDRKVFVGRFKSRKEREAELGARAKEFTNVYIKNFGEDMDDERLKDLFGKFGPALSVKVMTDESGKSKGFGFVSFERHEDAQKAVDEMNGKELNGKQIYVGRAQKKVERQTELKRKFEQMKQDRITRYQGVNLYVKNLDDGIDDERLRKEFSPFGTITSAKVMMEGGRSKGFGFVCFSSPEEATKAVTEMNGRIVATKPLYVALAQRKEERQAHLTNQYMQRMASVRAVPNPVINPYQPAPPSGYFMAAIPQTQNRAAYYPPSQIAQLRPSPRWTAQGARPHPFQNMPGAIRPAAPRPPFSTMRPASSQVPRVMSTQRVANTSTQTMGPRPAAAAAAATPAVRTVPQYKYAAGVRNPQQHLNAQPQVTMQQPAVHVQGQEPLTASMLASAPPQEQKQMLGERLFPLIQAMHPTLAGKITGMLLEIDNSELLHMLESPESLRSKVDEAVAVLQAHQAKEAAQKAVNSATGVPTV
CSN deneddyl inh: CSN deneddylation inhibition | Q92905 | Purified CSN, SCF-Nedd8-OG deneddylation, fluorescence polarization | inhibition, % at 12.5 µM | 360,000 tested, 0.38% active | AID 651999;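 active = pattern-corrected inhibition above about 35%, with an unprinted fluorescence ratio check between 0.5 and 1.5, limit read from the data, passing the limit was not always enough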;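 also: 0% = enzyme with substrate and 100% = substrate without enzyme; some results filed as inactive read as strong as hits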
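assay system = purified human Csn5 enzyme expressed in HEK293T cells | amount = 0.24 nM enzyme | buffer or medium = Tris/NaCl/DTT buffer, pH 7.5 | reagent = 10 nM SCFSkp2-Nedd8OG | compound = one concentration, 12.5 µM, 0.25% DMSO | times = 90 min reaction at room temperature | signal = FP | read-out basis = % inhibition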
TbMetRS inhib: blocks T. brucei methionyl-tRNA synthetase activity | purified T. brucei MetRS, ATP depletion, Kinase-Glo luminescence | 360,000 tested, 0.4% active | inhibition, % at 11.9 µM | AID 624268;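 active = inhibition above a per-plate cutoff of the control wells' mean inhibition plus 3 SD, cut at about 5.5% in these data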;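 also: 0% = DMSO wells median and 100% = median of wells with control inhibitor compound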
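Dosing: 11.9 µM single point; system: parasite MetRS enzyme; technique: luminescence of leftover ATP; times: 15 min enzyme-compound preincubation, 2 h reaction, 10 min detection, 25 °C; replicates: each compound tested once; read-out basis: percent inhibition relative to median high and low control wells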
Active calls of the source: *; i = inactive; x = no result given.

SMILES	Rpn11 inh	SUMO1-SIM PPI	DNMT1 block	STEP inh	NadD inh	Scp1 inh	LMPTP block	PABP1 MLLE inh	CSN deneddyl inh	TbMetRS inhib
CCOC(=O)C1CCN(C(=O)C2CCN(S(=O)(=O)c3ccc4ccccc4c3)CC2)CC1	i	-13	2	3	0	-9	-0.2	2	4	-0.5
CCCn1c(SCC(=O)Nc2cccc(F)c2)nc(O)cc1=O	i	5	0	-2	2	-7	-1.2	2	-1	-0.1
CCOc1ccc(N(C(=O)c2cnccn2)C(C(=O)NC2CCCCC2)c2ccc(O)cc2)cc1 (stereo not given)	i	-6	-2	-4	1	-5	1.8	2	-8	-0.2
O=C(NCc1ccccn1)c1c(O)c2cccc3c2n(c1=O)CC3	i	4	1	1	2	3	2.6	-6	-1	-0.4
CC1(C)CC2(OC2c2ccccc2)C(=O)c2ccccc21 (stereo not given)	i	2	1	-3	-3	x	-0.4	-7	-2	-0.3
O=C(c1ccc(CS(=O)(=O)c2ccccc2)o1)N1CCN(c2ccccc2)CC1	i	2	85*	19	2	62*	22	15	2	0.0
O=c1c2sc3nc(N4CCOCC4)c4c(c3c2nnn1Cc1ccccc1)CCCC4	i	-3	-1	1	22	-3	0.2	-4	5	-0.4
COc1ccc(Cc2nnc(SCC(=O)Nc3cc(Cl)ccc3OC)[nH]c2=O)cc1	i	16	-1	-1	1	1	-0.3	-10	-1	-0.2
CCOC(=O)/C=c1\s/c(=C\c2ccc(C)cc2)c(=O)n1CC(=O)NCc1ccco1	i	-3	19	2	0	-11	1.3	-5	11	0.9
Cc1ccc(CN2CCC2(C)C(=O)NC(C)C)cc1 (stereo not given)	i	7	7	-5	-3	x	-2.1	9	-2	-0.1
COc1ccc(-c2nnc(SCC#CCO)o2)cc1OC	i	4	0	-2	-2	0	-0.8	-117	2	-0.1
CCOC(CNC(=O)C1CCN(S(=O)(=O)c2ccc3nc4c(c(C(=O)O)c3c2)CC(C)CC4)CC1)OCC (stereo not given)	i	10	0	2	1	8	-1.5	9	1	-0.1
Cc1ccc(S(=O)(=O)c2nc(-c3ccccc3Cl)oc2NCCCN2CCOCC2)cc1	i	1	-2	-1	-10	-2	-1.8	12	9	-0.1
CCOC(=O)CSc1nnc(CNC(=O)c2ccc(OC)cc2OC)n1C	i	-2	1	-10	-3	-2	0.3	0	0	-0.8
CCOC(=O)C1(Cc2cccc(F)c2)CCN(CC(O)CO)CC1 (stereo not given)	i	4	-2	6	-4	-4	0.8	-4	-2	0.6
COc1ccc(C)cc1S(=O)(=O)N(CC(=O)N1CCOCC1)Cc1ccccc1	i	-3	2	1	0	-2	-2.7	-5	3	-0.5
COCCNC(=O)C1(C)Cc2c(-c3ccc4c(c3)OCO4)ccnc2O1 (stereo not given)	i	4	0	0	3	x	-0.6	5	-3	0.4
CCn1c(=O)c2ccccc2n(Cc2cccc([N+](=O)[O-])c2)c1=O	i	-2	-2	2	-6	0	-0.5	-7	1	-0.9
CN(CC(=O)Nc1ccccc1)CC(=O)Nc1ccc(F)cc1	i	-16	0	-3	-5	-1	-8.9	11	6	0.1
NC(=O)C1CCN(C(=O)CNC(=O)c2ccc(Br)o2)CC1	i	3	0	-2	-9	-4	-1.7	-1	-1	-0.3
N#CCSc1nc(-c2ccccc2)nc2ccccc12	i	-1	-5	4	3	-5	1.9	13	4	-1.0
O=C1C=C(Nc2ccccc2O)c2ccccc2C1=O	i	10	1	5	10	-5	5.3	23	-4	1.4
CN(C)CCNc1c2c(nc3nnnn13)CCCC2	i	1	2	2	-1	-1	-0.4	7	-4	-0.5
O=C(CCc1nnc(CCc2ccccc2)o1)NC(c1cccnc1)C(F)(F)F (stereo not given)	i	4	-1	-2	2	-7	-1.7	0	4	-0.5
CCc1noc(C)c1C(=O)Nc1cc(C(F)(F)F)ccc1-n1cncn1	i	-1	0	2	1	65*	-1.6	4	4	-0.5

Records listed above shown as hits in DNMT1 block:
SMILES	Rpn11 inh	SUMO1-SIM PPI	DNMT1 block	STEP inh	NadD inh	Scp1 inh	LMPTP block	PABP1 MLLE inh	CSN deneddyl inh	TbMetRS inhib
O=C(c1ccc(CS(=O)(=O)c2ccccc2)o1)N1CCN(c2ccccc2)CC1	i	2	85*	19	2	62*	22	15	2	0.0

Following part
SMILES	Rpn11 inh	SUMO1-SIM PPI	DNMT1 block	STEP inh	NadD inh	Scp1 inh	LMPTP block	PABP1 MLLE inh	CSN deneddyl inh	TbMetRS inhib
Cc1ccc(C(=O)Nc2ccc(Nc3ccccc3)cc2)c(Cl)c1	i	-3	-3	2	-6	-5	1.1	1	-4	-2.0
CC1(C)C(=O)Nc2ccccc2N1C(=O)COC(=O)CNS(=O)(=O)c1ccc(Br)cc1Cl	i	0	-1	2	-2	3	0.1	-1	0	-0.2
CCOC(=O)[C@H]1[C@H]2COc3ccc(Br)cc3[C@@H]2N2C(=O)[C@H](C)NC(=O)[C@@]12C	i	5	4	2	-3	-8	-1.2	4	-1	0.0
CCCCCC(=O)N1C[C@@H](n2cc(-c3ccc(F)cc3)nn2)[C@H](O)C[C@@H]1c1ccc(C)cc1	i	-3	-3	-1	-2	x	-0.1	-4	-1	-1.0
CCOC(=O)c1c(COC(=O)c2ccco2)nc2ccccc2[n+]1[O-]	i	-18	-4	-1	-1	-2	0.9	15	1	-0.2
Cc1ccc(N2C(=O)C3ON(c4ccccc4)C(CC(C)C)C3C2=O)cc1 (stereo not given)	i	5	0	1	-9	-8	1.5	14	-4	-0.1
COc1ccc(C(=O)/C=C/c2ccc(OC3CSC3)cc2)cc1OC	i	-11	-5	3	-7	-14	3.3	-1	6	-0.7
O=C(NCC1CCCO1)c1ccccc1-c1nc(-c2ccc(F)cc2)no1 (stereo not given)	i	0	-1	-5	3	0	0.8	7	-1	-1.4
COc1ccc(C(NC(=O)C2C3C=CC(C3)C2C(=O)O)c2ccccc2)cc1 (stereo not given)	i	2	-1	-1	3	-1	-0.2	-3	1	-0.7
CCC1=NN2C(=N)/C(=C/c3ccc(OS(=O)(=O)c4ccccc4)cc3)C(=O)N=C2S1	i	10	-10	3	34*	-1	2.2	-54	6	0.4
Cc1ccc(S(=O)(=O)N2CCCCC2)cc1NC(=O)CCc1nc2ccccc2c(=O)[nH]1	i	8	-4	-1	11	-1	1.6	-9	2	-0.3
NC(=O)CSc1nc2ccc([N+](=O)[O-])cc2[nH]1	i	-29	0	0	-6	0	-0.8	-99	-2	-0.3
CC1CCc2c(sc(NC(=O)c3ccc(-c4ccccc4[N+](=O)[O-])o3)c2C#N)C1 (stereo not given)	i	-1	-14	3	8	-15	2.4	-6	0	0.1
CC(C)(C)SCCNC(=O)CN(c1ccccc1)S(=O)(=O)c1ccc(F)cc1	i	-1	3	0	-2	-1	0.2	26	0	-0.3
CC(=O)Nc1ccc(NC(=O)CCSCCc2ccccn2)cc1	i	0	-1	-2	-7	-5	-1.1	-3	3	-0.8
O=C(NC1CCCCC1)C(c1ccc(F)cc1)N(C(=O)c1csnn1)C1CCCC1 (stereo not given)	i	2	0	-3	3	-2	-1.9	18	2	0.7
CCN(CC)CCCNC(=O)c1cc2nc3c(c(C(F)(F)F)n2n1)CCc1ccccc1-3	i	-16	-4	0	-8	-6	0.0	-5	-5	0.2
CCCCC(=O)OCc1nc(N)nc(Nc2ccccc2C)n1	i	-2	-8	-3	4	-2	-0.6	-22	3	-0.8
O=C(CC1c2ccccc2Oc2ccccc21)N1CCN(c2ccccn2)CC1	i	-2	-2	-2	2	-4	2.3	-4	0	-0.2
S=C(NCCCc1cnc[nH]1)NCCCN(Cc1ccc(Cl)c(Cl)c1)c1ccc(Br)cn1	i	-64	-26	11	23	x	-3.2	11	3	-0.9
O=c1[nH]nc(Cc2ccc(Cl)cc2)c2ccccc12	i	-1	3	8	6	-5	-1.4	0	1	0.8
O=C1Nc2cc3c(cc2Sc2ccccc21)OCCO3	i	6	2	4	-2	-6	-0.3	-17	0	-0.6
CCC1(CC)NC(=O)N(CC(=O)OC(C)C(=O)Nc2ccccc2OC)C1=O (stereo not given)	i	5	0	1	2	-4	-0.5	1	-2	-0.3
Cc1ccc(CC2(C)C(=O)Nc3c(Cl)cccc32)cc1 (stereo not given)	i	-3	-4	0	-5	x	0.7	0	-3	0.0
Cc1ccccc1-n1c(=O)cc(NCC2CCCO2)[nH]c1=O (stereo not given)	i	-1	2	-2	-3	-1	-1.2	4	-2	-1.4

Single records (already shown). Screens in order: Rpn11 inh	SUMO1-SIM PPI	DNMT1 block	STEP inh	NadD inh	Scp1 inh	LMPTP block	PABP1 MLLE inh	CSN deneddyl inh	TbMetRS inhib
Profile of CCC1=NN2C(=N)/C(=C/c3ccc(OS(=O)(=O)c4ccccc4)cc3)C(=O)N=C2S1 = i	10	-10	3	34*	-1	2.2	-54	6	0.4
Profile of COc1ccc(C(=O)/C=C/c2ccc(OC3CSC3)cc2)cc1OC = i	-11	-5	3	-7	-14	3.3	-1	6	-0.7
Profile of COc1ccc(C(NC(=O)C2C3C=CC(C3)C2C(=O)O)c2ccccc2)cc1 (stereo not given) = i	2	-1	-1	3	-1	-0.2	-3	1	-0.7

Continuation:
SMILES	Rpn11 inh	SUMO1-SIM PPI	DNMT1 block	STEP inh	NadD inh	Scp1 inh	LMPTP block	PABP1 MLLE inh	CSN deneddyl inh	TbMetRS inhib
Cc1c(OC(=O)CNC(=O)OC(C)(C)C)ccc2c3c(c(=O)oc12)CCC3	i	-9	0	1	-3	-1	0.1	-4	-3	0.6
NC(=O)C1CCN(C(=O)COc2ccc(S(=O)(=O)NCc3ccccc3)cc2Cl)CC1	i	4	-1	1	-2	-7	-0.3	10	-7	0.4
O=C(Nc1ccc(Cl)c(Cl)c1)Nn1cnnc1	i	3	-4	2	0	3	-0.7	-8	5	0.0
COc1ccc2c(c1OC)C(=O)N(c1ncn[nH]1)C2	i	0	20	1	1	6	-2.5	-2	-1	-1.1
Cc1ncsc1CCOC(=O)c1ccc(Cl)cc1	i	-4	-1	-4	2	3	1.7	1	-4	0.2
CCNc1nc(NCC)n2c(SCC(=O)Nc3ccc(OC)c(OC)c3)nnc2n1	i	9	12	2	2	23	2.0	-1	4	-0.2
CCC(=O)N1CCCC(C)(C(=O)Nc2nccc3cccnc23)C1 (stereo not given)	i	-3	0	0	-2	x	-1.1	16	3	-0.4
CC1=NC(=O)C(N=Nc2cccc(C(=O)O)c2)N1c1ccccc1 (stereo not given)	i	-1	-2	6	12	43	-0.7	-111	2	-0.4
